# Assay outcomes deposited in PubChem BioAssay by several laboratories.
# HIF act: HIF pathway transcriptional activation; AID 1910; hit rate 0.32% among 300,000; U2OS HRE-luciferase reporter, luminescence; normalized: DMSO 0%, desferrioxamine 100%; activation, % at 7.5 µM (by protocol);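 active = mean activation of at least 10% of the iron chelator positive control signal, with at least half of replicates also reaching 10%; inconclusive = mean and replicate majority disagree about reaching 10%; inactive = mean and most replicates under 10%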
# AI-2 QS mod: modulates the Vibrio harveyi AI-2 quorum sensing system; activity change, % at 7.5 µM; AID 2094; hit rate 0.4% among 300,000; Vibrio harveyi JMH597 AI-2 luminescence/OD600 ratio, 9 h; hits give low values; strain lacks LuxN and CqsS sensors; 0 = neutral-control median; in the data active = activity change below about -75%, passing the limit was not always enough; inconclusive = no clear call, values can overlap the other calls;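 note: luminescence divided by OD600 gain over 9 h not by final OD600 alone; inactives centre near 13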
# KLF5 inhibitor: inhibitors of KLF5 expression; DLD-1 KLF5 promoter-luciferase reporter, luminescence; inhibition, % at 5 µM; hit rate 0.23% among 290,000; AID 1700;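 active = inhibition above a per-plate limit of that plate's mean compound inhibition plus 3 SD, cut at about 60% in these data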;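 note: 0% = DMSO wells and 100% = LY294002 at 200 µM; higher means less KLF5 promoter-driven luciferase light; inactives centre near -14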
# Platelet DG rel: platelet dense granule release activity | human platelet-rich plasma, SFLLRN dense granule ATP release, luminescence | inhibition, %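 (compounds screened at 7.5 µM in platelet-rich plasma)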 | hit rate 0.22% among 300,000 | AID 1663;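 active = mean replicate score, as percent of positive control, at or above 50; inconclusive = mean below 50 but at least one replicate at or above 50; inactive = mean and every replicate below 50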
# HSP90 refold inh: HSP90 refolding inhibition in rabbit reticulocyte lysate; luciferase refolding luminescence, 3 h; inhibition, % at 5.6 µM; AID 1789; hit rate 0.91% among 290,000;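 active = inhibition above the screen-wide mean plus 3 SD, computed separately per campaign, cut at about 16% in these data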;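 note: 0% = DMSO wells and 100% = 60 µM geldanamycin wells; inhibitors lower the luminescence because luciferase stays unfolded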
# aSyn UTR inh: 5' untranslated region of α-synuclein, MLPCN primary screen | AID 1813 | inhibition, % (tested at 7.5 µM) | alpha-synuclein 5'UTR reporter, inhibitor activity | hit rate 0.82% among 300,000; in the data active = inhibition above about 60%; inconclusive = no clear call, values can overlap the other calls;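 note: H4 neuroglioblastoma cells stably carrying SNCA 5'UTR luciferase fusion; 0% = DMSO wells and 100% = positive control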
# HSF1 inhib: HSF1 inhibition | activity change, negative = inhibition, % at 7.5 µM (by protocol) | hit rate 0.77% among 300,000 | AID 2098 | NIH3T3-HGL HSE-luciferase, MG132-induced, luminescence 8 h; hits give low values;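 active = more than half of replicate wells show activity change below -50%, luminescence cut by over half; inconclusive = some wells, but at most half, below -50%; inactive = no replicate well below -50%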;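 note: luciferase reports HSF-1 transcriptional activity via heat shock element; 0% = median of DMSO wells and -100% = zero luminescence signal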
# IEC-6 tox: IEC-6 cytotoxicity, counter-screen for KLF5 inhibitors | inhibition, % at 5 µM | luminescence viability | AID 1825 | hit rate 0.78% among 290,000; in the data active = inhibition above about 22%;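 note: 0% = plate median of test compound wells and 100% = cytotoxic reference compound wells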
# HSF-1 act: increases HSF-1 driven luciferase reporter signal | NIH3T3-HGL HSF-1 luciferase reporter, MG132, 8 h; 100% = twice DMSO control signal | activation, % at 9 µM | hit rate 1.7% among 300,000 | AID 504408;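 active = mean replicate activation of at least 50% with a set share of replicates each reaching 50%; inconclusive = only one of those two conditions met; inactive = mean below 50% and too few replicates reaching it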;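 note: 0% = median of the neutral control wells and 100% = twice that signal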
# HDAC3 inh: human HDAC3 inhibition; recombinant HDAC3, fluorogenic peptide/trypsin coupled, fluorescence; inhibition, % at 8.3 µM; hit rate 0.15% among 320,000; AID 2718; in the data active = inhibition above about 26%, passing the limit was not always enough; inconclusive = no clear call, values can overlap the other calls
# Target sequence (O15379 whole entry, looked up): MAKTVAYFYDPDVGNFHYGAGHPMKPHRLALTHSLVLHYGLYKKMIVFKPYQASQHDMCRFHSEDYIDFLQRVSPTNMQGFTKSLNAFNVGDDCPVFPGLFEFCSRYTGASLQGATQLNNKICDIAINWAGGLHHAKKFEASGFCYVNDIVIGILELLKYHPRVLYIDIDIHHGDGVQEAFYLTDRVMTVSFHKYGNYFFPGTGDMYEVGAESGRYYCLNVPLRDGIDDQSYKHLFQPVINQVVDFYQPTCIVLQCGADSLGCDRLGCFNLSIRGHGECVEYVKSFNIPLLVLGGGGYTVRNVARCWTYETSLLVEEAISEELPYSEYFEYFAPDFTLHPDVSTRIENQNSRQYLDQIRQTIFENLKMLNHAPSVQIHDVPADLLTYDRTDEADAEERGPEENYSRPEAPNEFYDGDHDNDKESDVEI
# Active calls of the source: *; ? = inconclusive; nt = not tested or not shown.
SMILES,HIF act,AI-2 QS mod,KLF5 inhibitor,Platelet DG rel,HSP90 refold inh,aSyn UTR inh,HSF1 inhib,IEC-6 tox,HSF-1 act,HDAC3 inh
CC1CC(C)CN(CCCNC(=O)Cn2ncc3c([nH]c4ccccc43)c2=O)C1 (stereo not drawn),-0.6,25.3,-23.5,4.5,2.5,30.5,5.6,0.1,5.3,-6.4
CCOC(=O)C(=O)/C(=C\N(C)C)c1onc(-c2c(Cl)cccc2Cl)c1C(=O)OC,-0.2,11.3,21.3,-3.1,2.2,11.3,-1.7,5.4,6.4,5.0
O=C1OC(c2ccccc2)=N/C1=C\N1CCCCC1,2.7,23.6,-111.6,-3.8,-2.8,-151.6,25.1,0.1,42.3,10.6
CN(Cc1ccccc1)S(=O)(=O)c1ccc2c(c1)n(C)c(=O)n2C,0.0,74.5,-24.9,0.1,-1.4,1.6,2.9,2.6,14.5,3.8
O=c1oc2ccccc2c(Nc2cccc3ccccc23)c1[N+](=O)[O-],-2.3,9.9,20.2,-0.7,2.1,18.2,7.3,10.0,-6.2,6.7
Cc1oc2ccc(NS(=O)(=O)c3ccc(F)cc3)cc2c1C(=O)O,0.7,nt,-42.3,3.8,1.4,2.1,-7.8,0.9,-9.8,-1.1
C=CCn1cc(C(=O)N2CCc3ccccc3C2)c(=O)c2cc(S(=O)(=O)N(CC)CC)ccc21,-0.2,13.3,5.5,4.3,0.7,-6.0,4.4,0.4,8.7,5.0
CCCc1[nH][nH]c(=O)c1C(c1ccc(Br)cc1)C(C#N)C#N (stereo not drawn),0.2,32.0,-11.0,-4.5,0.3,10.9,6.9,0.7,29.5,9.8
C/C(=N\NC(=O)c1nonc1N)c1cccs1,-0.8,-1.5,-7.3,-3.7,3.6,-23.1,3.2,-1.2,0.5,nt
CC12CCC(C(=O)N(c3ccccn3)c3ccccn3)(OC1=O)C2(C)C (stereo not drawn),-0.3,17.4,-2.4,-6.2,-3.8,-9.6,-6.6,-2.1,-21.0,-0.6
CCOC(=O)c1c(-c2ccccc2)[nH]c2ccc(O)cc12,-0.4,54.3,8.4,6.5,-1.6,18.9,-1.0,10.8,-6.4,-21.9
O=C(O)CCCCOn1ccnc1,0.0,19.6,-10.2,-0.7,1.2,-3.8,-4.1,-3.0,-7.5,4.0
CCc1nnc(NC(=O)c2cccc(C(=O)Nc3nnc(CC)s3)n2)s1,-0.1,34.4,53.8,-7.2,1.9,66.0*,-13.6,93.2*,-23.1,-4.4
Cc1cc(C)c(S(=O)(=O)c2ccc(F)cc2C)c(=O)[nH]1,1.7,-5.7,16.4,-0.1,4.1,32.0,-11.4,5.0,-11.7,0.7
CCC(C(=O)NCc1ccco1)N(C(=O)CNS(=O)(=O)c1ccc(C)cc1)c1ccccc1F (stereo not drawn),-0.1,22.9,-4.3,-0.2,0.6,5.0,1.9,3.7,-7.6,-4.7
COc1ccc(NC(=S)N2CCN(S(=O)(=O)c3ccccc3)CC2)cc1OC,-0.9,35.0,-28.2,0.4,-4.8,3.4,3.4,-5.7,-2.4,-3.8
Cc1csc(-c2cnn(-c3ccccc3)c2NC(=O)c2cccc(C(F)(F)F)c2)n1,0.7,16.9,-21.9,2.0,2.6,8.7,48.2,-0.5,80.8*,4.3
COc1ccc(-n2c(SC(C)C(=O)Nc3ncc(Cl)cc3Cl)nc3ccccc32)cc1 (stereo not drawn),-1.5,33.7,42.0,-4.2,5.7,76.6*,6.3,66.5*,-4.6,3.4
COc1ccc(-c2ocnc2C(=O)N2CCN(Cc3cccnc3)CC2)cc1,nt,22.8,17.3,nt,-0.5,nt,nt,-0.2,nt,-10.0
Cc1ccc(/C=N/Nc2ccc(Cl)c(C(=O)O)c2)s1,2.4,35.2,-99.6,7.9,24.1*,-153.3,4.1,0.3,13.5,6.0
COc1ccc2[nH]c(=O)c(C3c4cc(OC)c(OC)cc4CCN3C(=O)c3ccco3)cc2c1 (stereo not drawn),-0.1,24.2,-5.6,5.7,6.0,12.8,7.1,-0.4,8.0,-1.6
CCN(C1CCS(=O)(=O)C1)S(=O)(=O)c1cc(C)ccc1C (stereo not drawn),-18.6,24.1,nt,0.4,nt,-6.7,18.8,nt,38.5,1.9
Cc1ccc2cc(CN(Cc3nnnn3Cc3ccco3)CC3CCCO3)c(=O)[nH]c2c1C (stereo not drawn),-0.1,20.2,1.6,-0.1,2.1,-5.8,-12.5,-6.8,1.9,3.3
CCOC(=O)c1c(-c2cccs2)csc1NC(=O)c1ccco1,-0.6,22.8,-6.0,-1.6,-0.2,-51.5,-2.4,-4.2,-3.4,11.5

# Fetched by structure from above (6):
SMILES,HIF act,AI-2 QS mod,KLF5 inhibitor,Platelet DG rel,HSP90 refold inh,aSyn UTR inh,HSF1 inhib,IEC-6 tox,HSF-1 act,HDAC3 inh
CCN(C1CCS(=O)(=O)C1)S(=O)(=O)c1cc(C)ccc1C (stereo not drawn),-18.6,24.1,nt,0.4,nt,-6.7,18.8,nt,38.5,1.9
CCC(C(=O)NCc1ccco1)N(C(=O)CNS(=O)(=O)c1ccc(C)cc1)c1ccccc1F (stereo not drawn),-0.1,22.9,-4.3,-0.2,0.6,5.0,1.9,3.7,-7.6,-4.7
Cc1cc(C)c(S(=O)(=O)c2ccc(F)cc2C)c(=O)[nH]1,1.7,-5.7,16.4,-0.1,4.1,32.0,-11.4,5.0,-11.7,0.7
Cc1ccc(/C=N/Nc2ccc(Cl)c(C(=O)O)c2)s1,2.4,35.2,-99.6,7.9,24.1*,-153.3,4.1,0.3,13.5,6.0
CCOC(=O)C(=O)/C(=C\N(C)C)c1onc(-c2c(Cl)cccc2Cl)c1C(=O)OC,-0.2,11.3,21.3,-3.1,2.2,11.3,-1.7,5.4,6.4,5.0
CN(Cc1ccccc1)S(=O)(=O)c1ccc2c(c1)n(C)c(=O)n2C,0.0,74.5,-24.9,0.1,-1.4,1.6,2.9,2.6,14.5,3.8

# The listing picks up; the 3 compounds before the break are reprinted first.
SMILES,HIF act,AI-2 QS mod,KLF5 inhibitor,Platelet DG rel,HSP90 refold inh,aSyn UTR inh,HSF1 inhib,IEC-6 tox,HSF-1 act,HDAC3 inh
CCN(C1CCS(=O)(=O)C1)S(=O)(=O)c1cc(C)ccc1C (stereo not drawn),-18.6,24.1,nt,0.4,nt,-6.7,18.8,nt,38.5,1.9
Cc1ccc2cc(CN(Cc3nnnn3Cc3ccco3)CC3CCCO3)c(=O)[nH]c2c1C (stereo not drawn),-0.1,20.2,1.6,-0.1,2.1,-5.8,-12.5,-6.8,1.9,3.3
CCOC(=O)c1c(-c2cccs2)csc1NC(=O)c1ccco1,-0.6,22.8,-6.0,-1.6,-0.2,-51.5,-2.4,-4.2,-3.4,11.5
CC(=O)Nc1ccccc1S(=O)(=O)CC1CC1(Cl)Cl (stereo not drawn),-2.6,18.2,-20.4,2.7,1.2,6.7,3.6,-3.0,-5.8,-1.6
COc1ccc(CNC(=O)C2CCCN2CCc2ccccc2)cc1OC (stereo not drawn),0.0,-3.8,-8.7,4.3,-0.1,3.8,11.9,0.0,28.3,-0.8
CCOc1ccc2c(O)csc2c1,-0.4,6.1,-20.8,-2.0,-1.3,-8.3,-2.8,-7.3,3.8,-1.1
COc1cc(NC(=O)COC(C)=O)c(C)cc1[N+](=O)[O-],-0.2,9.6,-36.5,-7.3,-2.5,-7.5,-5.4,-2.5,-2.5,2.4
N#Cc1cc2c(nc1SCc1ccc(Cl)cc1)CCCC2,2.5,17.5,-9.1,5.9,-1.9,10.5,16.1,-5.5,24.3,-0.6
CCC(=O)N(CCC(c1ccco1)c1ccccc1OC)Cc1cccs1 (stereo not drawn),0.3,3.2,-32.8,1.5,1.8,-5.1,-75.0*,-2.1,-82.0,10.6
CCN(Cc1ccccc1)C(=O)c1cc(S(=O)(=O)N2CCOCC2)ccc1N1CCCC1,-0.5,23.8,nt,-12.0,nt,6.0,2.8,nt,6.7,3.7
COc1ccccc1C(=O)N=c1sc2c(C)ccc(OC)c2n1C,4.3,-2.1,-9.7,3.1,-0.1,-80.3,5.0,10.8,36.8,6.5
CC(C)CNC(=S)N1CCN(C(c2ccccc2)c2ccccc2)CC1,-0.1,20.9,-19.9,18.4,-2.6,-3.8,-4.2,-10.3,19.7,4.7
CC(=O)Oc1ccc(/C=N/NC(=S)Nc2ccccc2)cc1,2.6,27.7,-86.5,5.6,-2.4,-149.4,-4.7,-8.9,6.1,6.0
COc1ccc(OCC(O)CN2CCN(CC(O)COc3ccc(OC)cc3)CC2)cc1 (stereo not drawn),2.1,-0.9,-22.5,3.6,-3.2,6.1,-1.8,-3.0,-13.5,-10.9
CC(C)COC(=O)n1c(=O)oc2ccc(S(=O)(=O)N3CCCCC3)cc21,0.0,2.1,-24.7,7.0,-2.3,-2.2,6.5,-3.8,-6.9,0.5
Cc1ccc(C)c(NC(=S)NNC(=O)c2csc(C)c2C)c1,0.9,9.2,-42.2,-8.4,-3.1,-91.5,11.1,2.3,37.4,10.8
COc1ccc(CNC(=O)c2nccnc2CO)cc1,-0.4,9.1,-14.6,1.1,1.9,-1.8,-9.0,-0.7,-8.5,-4.2
COc1ccc(-n2c(O)c(C=Nc3ccccc3)c3ccccc3c2=O)cc1OC,-0.3,15.0,-30.5,1.2,3.5,-59.8,1.5,0.3,3.9,-5.4
Cc1ccc(OCc2cc(C(=O)N3CCCC3)no2)cn1,2.8,5.6,-94.6,6.7,-2.5,-69.6,12.2,5.4,14.7,-1.7
COc1ccc(C(CC(=O)NCc2ccccc2)Sc2n[nH]c(-c3ccccc3)n2)cc1 (stereo not drawn),?,23.3,-14.7,-1.1,3.0,-5.9,2.5,14.2,-8.9,1.0
O=C(Nc1ccc(-c2nc3cccnc3s2)cc1)c1cccnc1Cl,0.8,7.0,-101.6,-0.9,1.5,-9.2,3.5,7.2,15.0,-3.8
Cc1cccc(N2CCN(C(=O)CCNS(=O)(=O)c3ccc4c(c3)oc(=O)n4C)CC2)c1C,-0.1,34.5,-13.6,7.4,-4.6,21.8,2.1,-2.5,2.1,-1.4
C=CCn1c(SCC(=O)Nc2cc(NC(C)=O)ccc2OC)nnc1-c1cccnc1,0.1,9.8,-8.9,-6.2,2.2,-13.2,20.1,6.0,?,-5.5

# Compounds as they come, and some 5% of all compounds hit somewhere here.
